Assay outcomes (PubChem BioAssay)
AMA1-RON2 inh: disrupts binding of P. falciparum AMA1 to RON2; AlphaScreen AMA1-biotinylated RON2 peptide binding; Potency, µM (highest dose often 58.2 µM), for the others: top-dose activity change, negative = inhibition, hits mostly inhibitors; 360,000 tested, 0.2% active;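 further: potency means the concentration at half of the fitted maximal effect; 0% = vehicle wells and -100% = peptide control; nearly all actives have a fitted effect of over 45% in size; some results filed as inactive show a strong effect at the top dose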
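AMA1 (3D7) with his tag at 25 nM final met compounds first, then biotinylated RON2 peptide at 25 nM; detection used donor plus acceptor beads, 10 µg/mL apiece, read by AlphaScreen after 30 min at room temperature.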
Giardia FBPA inh: blocks Giardia fructose-bisphosphate aldolase activity. Potency, µM (highest dose often 59.6 µM), without a hit: top-dose activity, negative = inhibition, most hits filed as inhibitors. A8B2U2. purified Giardia FBPA. AID 2451. 290,000 tested, 0.71% active; further: potency means the concentration at half of the fitted maximal effect; nearly all actives have a fitted effect of over 55% in size
Target sequence (A8B2U2 whole entry, looked up): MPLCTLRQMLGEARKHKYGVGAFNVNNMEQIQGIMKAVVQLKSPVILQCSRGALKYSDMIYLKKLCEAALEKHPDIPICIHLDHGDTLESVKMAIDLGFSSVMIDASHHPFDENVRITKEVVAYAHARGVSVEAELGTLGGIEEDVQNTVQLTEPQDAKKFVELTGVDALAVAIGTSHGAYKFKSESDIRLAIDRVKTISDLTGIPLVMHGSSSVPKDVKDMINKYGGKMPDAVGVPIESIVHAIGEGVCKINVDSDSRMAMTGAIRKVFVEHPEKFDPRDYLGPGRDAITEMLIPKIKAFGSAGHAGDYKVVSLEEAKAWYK
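Giardia FBPA (40 nM reagent) was preincubated 10 min at RT with compound (up to 57.5 uM final), then substrate plus GAPDH/TPI/NAD/arsenate coupling system with diaphorase/resazurin was added; resorufin fluorescence (525/598 nm) was read after 20 min.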
AmpC no deterg: inhibitors of E. coli AmpC beta-lactamase without detergent; P00811; AmpC nitrocefin hydrolysis, absorbance 480 nm, 0.0001% Triton; Potency, µM (highest dose often 57.1 µM), inactives show at the top dose activity change, negative = inhibition, hits mostly inhibitors; 330,000 tested, 0.52% active; AID 485341;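 further: potency means the concentration at half of the fitted maximal effect; plate controls were no compound for no effect and no enzyme for full effect; nearly all actives have a fitted effect of over 20% in size; some results filed as inactive show a strong effect at the top dose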
Target sequence (P00811 whole entry, looked up): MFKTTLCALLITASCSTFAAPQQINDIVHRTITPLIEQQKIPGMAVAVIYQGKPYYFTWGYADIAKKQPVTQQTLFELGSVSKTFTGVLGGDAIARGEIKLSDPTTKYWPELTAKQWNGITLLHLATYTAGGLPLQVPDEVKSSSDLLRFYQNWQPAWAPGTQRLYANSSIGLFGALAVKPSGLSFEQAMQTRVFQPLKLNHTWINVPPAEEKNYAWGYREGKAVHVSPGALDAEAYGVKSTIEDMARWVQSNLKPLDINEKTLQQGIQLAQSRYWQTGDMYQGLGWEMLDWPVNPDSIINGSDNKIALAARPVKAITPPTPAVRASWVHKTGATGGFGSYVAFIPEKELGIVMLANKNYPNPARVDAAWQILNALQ
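AmpC (5.3 nM in the dispensed reagent) in 20 mM phosphate pH 7.0 with 0.01% (detergent screen) or 0.0001% Triton X-100 was preincubated with compounds for 15 min at room temperature. Nitrocefin was then added from an 800 uM solution, and hydrolysis was followed at 480 nm.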
HCMV antiviral: blocks human cytomegalovirus replication; HFF cells, HCMV-luciferase reporter, 72 h; hits give low values; activity change, negative = inhibition, % at 57.5 µM; 410,000 tested, 4.5% active; in the data active means activity change below about -60%; inconclusive means no clear call, values can overlap the other calls; inactive means above about -39%
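Luciferase read-out from HCMV-luciferase-infected HFFs (MOI 1 PFU/cell) 72 h post infection at 37C; compounds added after 16 h cell attachment; activity normalized between buffer-only basal and Salinomycin (10uM) inhibitor controls.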
Sm TGR block: blocks Schistosoma mansoni thioredoxin glutathione reductase; AID 485364; Potency, µM (titrated, usually from 114 µM), for the others: top-dose activity change, negative = inhibition, hits mostly inhibitors; Q962Y6; purified TGR, DTNB reduction, TNB absorbance 405 nm; 360,000 tested, 3% active; further: potency means the concentration at half of the fitted maximal effect; nearly all actives have a fitted effect of over 60% in size
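Kinetic colorimetric format: TGR-catalysed, NADPH-driven DTNB reduction monitored via TNB absorbance. Enzyme dispensed at 20 nM; compound exposure 15 min at room temperature before reaction start.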
AmpC inh detg: inhibitors of E. coli AmpC beta-lactamase with detergent. AmpC hydrolysis of nitrocefin, absorbance 480 nm, 0.01% Triton. Potency, µM (titrated, usually from 114 µM), inactives show at the highest dose activity change, negative = inhibition, actives largely listed as inhibitors. 370,000 tested, 0.041% active;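 further: potency means the concentration at half of the fitted maximal effect; 0% = no-compound wells and -100% = no-enzyme wells; nearly all actives have a fitted effect of over 25% in size; some results filed as inactive show a strong effect at the top dose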
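20 mM phosphate pH 7.0 + 0.01% (detergent screen) or 0.0001% Triton X-100; 5.3 nM AmpC reagent; cpd preinc 15 min RT; nitrocefin (800 uM stock) to start; A480 q20 s × 4 min; Activity was normalised to no-enzyme and no-compound control wells.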
Active calls of the source: *; ? = inconclusive; nt = not tested or not shown; & = joins results of further samples; [ ] = remark or other dose. Unless noted, the call rests on the fitted dose curve; in most records, active means well fitted curve in the direction sought with a large enough effect; inconclusive means small, poorly fitted or top-dose-only effect, or another doubt; inactive means no such curve, though single readings can be large; an effect the other way counts as inactive or inconclusive. Unless noted, on the % scale 0 is the no-effect control and ±100 the full control effect.

SMILES	AMA1-RON2 inh	Giardia FBPA inh	AmpC no deterg	HCMV antiviral	Sm TGR block	AmpC inh detg
Cn1c(=O)c2[nH]c(N3CCN(c4cccc(O)c4)CC3)nc2n(C)c1=O	-21%	-1%	3%	52	6%	4%
CCCn1c(SCC(=O)Nc2nccs2)nnc1-c1cccnc1	-7%	-6%	-16%	-1	1%	-18%
Cc1cc(C(=O)CN2C(=O)C(=O)N(C)C2=O)c(C)n1-c1cccc(S(=O)(=O)N2CCOCC2)c1	1%	3%	26%	-6	-1%	0%
CC(=O)NC1C(OCCOc2ccc(Cl)cc2Cl)OC(COC(C)=O)C(OC(C)=O)C1OC(C)=O (centres undefined)	8%	6%	147%[activator]	84	0%	?
CC(C)CCNC(=O)NC(=O)CSc1nnc2ccccn12	0%	1%	9%	-1	-1%	-10%
CCc1ccc(C2CC(=O)NC(SCC(=O)OC(C)C)=C2C#N)cc1 (centres undefined)	0%	-2%	-18%	-3	-12%	-7%
CS(=O)(=O)N1N=C(c2cccs2)CC1c1ccc(Cl)o1 (centres undefined)	-3%	6%	-17%	14	-7%	6%
O=C(Nc1ncc2c(n1)-c1ccccc1CC2)c1cccc(Cl)c1	7%	-11%	-19%	?	16%	-11%
CCCCOc1ccc(C(=O)O)cc1	5%	6%	-19%	54	-3%	-8%
O=C(CNCC1CCCO1)Nc1ccc([N+](=O)[O-])cc1C(=O)Nc1ccccc1F (centres undefined)	123%[activator]	-2%	-11%	0	-2%	1%
COC(=O)c1ccc(CS(=O)(=O)c2ccc(C)cc2)cc1	0%	2%	0%	3	-2%	-2%
O=C(Nc1cccnc1)C1CCN(S(=O)(=O)c2cccc3nonc23)CC1	-1%	5%	-6%	18	10%	-11%
COc1ccc(-c2nc3c(c(SCC(=O)N4CCOCC4)n2)Cc2c(CO)cnc(C)c2O3)cc1	-10%	-12%	156%[activator]	-7	-18%	-6%
COc1cccc(-c2nnc(SCc3ccc(C#N)cc3)n2Cc2ccco2)c1	-2%	6%	-3%	-28	40µM*	-15%
COc1ccc(OC)c(NC(=O)c2cc3oc4ccccc4c3cc2O)c1	-1%	-1%	-27%	15	4%	-15%
CCC(C(=O)OCC(=O)Nc1ccc2[nH]c(=O)[nH]c2c1)c1ccccc1 (centres undefined)	4%	nt	-18%	-23	-9%	?
O=C(CN1CCN(c2ccccc2F)CC1)N1N=CCC1c1ccccc1 (centres undefined)	9%	0%	12%	?	-3%	-10%
CC1CCCCN1S(=O)(=O)c1ccc2[nH]c(=O)cc(C(=O)NCCCN3CCCCCC3)c2c1 (centres undefined)	-12%	-2%	74%[activator]	-1	-22%	-10%
CCOc1ccc(CCNC(=O)c2[nH]c(C)c(C(C)=O)c2CC)cc1OCC	10%	6%	-14%	30	-2%	?
Cc1ccccc1NC(=O)Cn1c(=O)n(CC2CCCO2)c(=O)c2ccccc21 (centres undefined)	-2%	6%	-6%	0	0%	-5%
O=C(N/N=C/c1cnc(N2CCOCC2)s1)c1ccccc1	3%	-2%	-7%	-4	nt	-8%
COc1ccc(NC(=O)CCc2nc(C3=CCN(Cc4cccc(C)c4)CC3)no2)c(OC)c1	nt	nt	nt	-13	3%	28%
CCN(CC)S(=O)(=O)c1ccc(N2CCOCC2)c(NC(=O)c2ccc(NC(C)=O)cc2)c1	13%	1%	75%[activator]	-31	3%	5%
CN(C)c1ccc(C(=O)c2ccc(N(C)C)c(N)c2)cc1N	-14%	4%	1%	132	-3%	?
COc1ccccc1-c1nnc(SCC(=O)N2CC(C)CC(C)C2)o1 (centres undefined)	4%	7%	47%	-12	0%	-1%

(cont.)
SMILES	AMA1-RON2 inh	Giardia FBPA inh	AmpC no deterg	HCMV antiviral	Sm TGR block	AmpC inh detg
Cc1cccc(NC(=O)CCn2c(=O)oc3ccccc32)c1	17%	-4%	-17%	-29	-4%	-5%
N#Cc1ccc(N=c2ssnc2Cl)cc1	-11%&-20%	16µM*	-19%&-12%	-30	?	?
O=c1ccc2c(o1)/C(=C/C=C(Cl)Cl)CCC2	3%	?	-6%	-7	22µM*	10%
O=C(C/C=N/OCc1ccc(F)cc1Cl)c1cnc(-c2ccccc2)s1	-5%	5%	-58%	61	10%	-12%
CCN(CC(=O)Nc1c(F)cccc1F)C(=O)C1CCN(C(=O)Nc2ccccc2)CC1	-5%[11.6 µM]	nt	-5%	27	-11%	?
O=C(CN1CCN(S(=O)(=O)c2ccccc2)CC1)NC1CC1	-1%	nt	-2%	2	0%	3%
O=C1C(=O)N(c2ccc(O)cc2)C(c2ccccc2[N+](=O)[O-])/C1=C(\O)c1ccccc1 (centres undefined)	1%	-6%	-27%	19	-15%	-4%
O=C(CCS(=O)(=O)c1ccccc1)Nc1nc2c(s1)COc1ccccc1-2	56%[activator]	-6%	-33%	-24	32µM*	-1%
O=C(CCNC(=O)c1ccc(Br)cc1)Nc1ccc(S(=O)(=O)N2CCCCC2)cc1	-1%	nt	-12%	-19	4%	-5%
Cc1nc(N2CCN(S(=O)(=O)c3cccc4nonc34)CC2)c2c3c(sc2n1)CCCC3	-2%	-8%	-14%	-30	-2%	?
O=C(O)COc1ccc(-c2nnn(Cc3ccccc3F)n2)cc1	-2%	?	-34%	26	7%	-9%
CCC(=O)Nc1nnc(S(=O)(=O)N2CCc3ccccc32)s1	?	?	-31%	16&-6	-24%&-13%	-14%&-3%
COc1ccc(CCN2C(=O)N(c3cccc(OC)c3)C(=O)C2CC(=O)Nc2ccccc2)cc1 (centres undefined)	nt	nt	nt	31	2%	2%
Cc1ccc(-c2[nH]nc3c2C(C)C(C#N)=C(N)O3)cc1 (centres undefined)	3%	-3%[12.9 µM]	-36%	9	-6%	-7%
CCCNC(=O)N1CCC(n2nccc2NC(=O)CCOc2ccccc2)CC1	22%	nt	2%	10	-1%	-2%
CCC/C(C)=C/c1ccc(CC)cn1	34%[activator]	-17%	-12%	55	-1%	-1%
O=C(CCC(=O)N1CCN(c2ccc(O)cc2)CC1)c1cccs1	-4%	-24%	-9%	?	56µM*	5%
CC1CCN(C(=O)c2ccc(N3C(=O)c4ccccc4C3=O)cc2)CC1	0%	5%	11%	-4	-3%	1%
CCc1ccc(C(=O)CSc2nc(N)cc(=O)[nH]2)cc1	0%	-2%	-51%	51	1%	?
CCn1c(NC(=O)c2ccccc2)nc2ccccc21	60%[activator]	0%	-54%	52	1%	-12%
Cc1ccc(/C=C(\NC(=O)c2ccc(C)cc2)C(=O)NCCCn2ccnc2)cc1	-7%	5%	-7%[11.4 µM]	11	-17%	-11%
O=C(COc1ccccc1Cl)N1CCNC1=O	-4%	nt	-2%	-38	-10%	-7%
CCCCn1c(=O)c(C=Nc2cc([N+](=O)[O-])ccc2OC)c(O)n(CCCCl)c1=O	-1%	-9%	19%	-8	2%	-13%
COC(=O)/C=C1\S/C(=N/N=C/c2ccc(Cl)cc2)NC1=O	-5%	7%	-27%	3	-33%	2%
CCN(CC(=O)NCc1ccc(Cl)cc1)C(=O)COc1ccc(C)cc1C	-1%	nt	62%[activator]	-8	-36%	-7%

Next section.
SMILES	AMA1-RON2 inh	Giardia FBPA inh	AmpC no deterg	HCMV antiviral	Sm TGR block	AmpC inh detg
COC(=O)C1=C(C(=O)OC)C2C(C)=CC(C)=CN2C(C(=O)OC)=C1C(=O)OC (centres undefined)	-30%	-28%	-15%	61	40µM*	-2%
COc1cccc(CNC(=O)CC2C(=O)NCCN2Cc2ccoc2)c1OC (centres undefined)	31%[activator]	-8%	0%	-11	20µM*	4%
O=C(CSC(=O)c1ccccc1)Nc1ccccc1F	6%	nt	-34%	-26	nt	nt
Cc1ccc(-n2cc(CNCCN3CCOC3=O)c(-c3cccc(C)c3)n2)cc1	-1%	2%	-8%	-5	22µM*	3%
COc1ccc(C2c3c(ncn(CCCN4CCOCC4)c3=N)Oc3ccc4ccccc4c32)cc1OC (centres undefined)	-9%	3%	214%[activator]	-12	13%	0%
CC1SC(=NC(=O)C(C)N2C(=O)c3ccccc3C2=O)NC1=O (centres undefined)	20%	-27%	-28%	-23	-3%	-6%
Cc1cccc(N2CCN(C(=O)c3ccc(NC(=O)CC4SC(N5CCCC5)=NC4=O)cc3)CC2)c1C (centres undefined)	-4%	nt	245%[activator]	31	nt	nt
CCN1CCN(CCCNC(=O)Cn2c(-c3cccs3)cc3cc(F)ccc32)CC1	nt	nt	nt	?	-24%	-8%
CCNC(=O)CSc1nnc(C2CC2)n1-c1ccccc1	4%	4%	-4%	-17	6%	1%
COc1ccc(CCNC(=O)Nc2ccc([N+](=O)[O-])cc2)cc1OC	-5%	-6%	-27%	?	16%	-3%
COc1ccc(S(=O)(=O)NCC(c2ccco2)N2CCc3ccccc3C2)cc1 (centres undefined)	-14%	nt	-20%	-95*	19%	-3%
Cc1cc(C)c([N+](=O)[O-])cc1-c1ccc(/C=N/c2c(-c3ccco3)nc3ccccn23)o1	?	?	-16%	48	40µM*	1%
Cc1cccc(NC(=O)COc2ccc(-c3nn(C)c(=O)c4ccccc34)cc2)c1	-21%	6%	46%	12&-2	-4%&1%	-3%&-2%
Cc1cc(=O)n2c3c(sc2n1)C(=O)N(Cc1ccccc1)C3=O	nt	-2%	-22%	nt	1.1µM*	-10%
CCC(=O)Nc1cccc(NC(=S)NC(=O)c2ccccc2)c1	-1%	?	-28%	31	45µM*	-12%
O=C(NCCCn1ccnc1)c1cc(S(=O)(=O)N2CCOCC2)c(Cl)cc1Cl	-11%	-2%	-3%	16	2%	-7%
CN(CC(=O)NCCc1ccc(F)cc1)CC(=O)Nc1ccc(F)c(F)c1F	0%	nt	17%	-18	-9%	-5%
Cc1nc(-c2ccc(S(=O)(=O)Nc3ccc(Br)cc3Cl)s2)cs1	-18%	16%	-23%	-11	3%	5%
Cc1ccccc1NC(=O)NCCCN1CCN(C)CC1	-17%	-3%	0%	-8	-2%	-8%
Cc1cccc(C)c1OCC(=O)Nc1ccc2c(c1)OCCO2	0%	nt	-19%	8	0%	-1%
O=[N+]([O-])c1ccccc1S(=O)(=O)N1CCN(c2ccccc2)CC1	0%	-1%	-25%	-1	6%	8%
Cc1ccc(S(=O)(=O)c2nnn3c2nc(NC(C)c2ccccc2)c2sccc23)cc1 (centres undefined)	nt	nt	nt	-71*	0%	17%

Structures above that contain a COOH group:
SMILES	AMA1-RON2 inh	Giardia FBPA inh	AmpC no deterg	HCMV antiviral	Sm TGR block	AmpC inh detg
CCCCOc1ccc(C(=O)O)cc1	5%	6%	-19%	54	-3%	-8%
O=C(O)COc1ccc(-c2nnn(Cc3ccccc3F)n2)cc1	-2%	?	-34%	26	7%	-9%

Exported with two lines to a compound: part of the list above
Second line of a record – AMA1-RON2 inh	Giardia FBPA inh	AmpC no deterg	HCMV antiviral	Sm TGR block	AmpC inh detg
> Cc1cccc(C)c1OCC(=O)Nc1ccc2c(c1)OCCO2
 : 0%	nt	-19%	8	0%	-1%
> Cc1ccc(-n2cc(CNCCN3CCOC3=O)c(-c3cccc(C)c3)n2)cc1
 : -1%	2%	-8%	-5	22µM*	3%
> Cc1cc(C)c([N+](=O)[O-])cc1-c1ccc(/C=N/c2c(-c3ccco3)nc3ccccn23)o1
 : ?	?	-16%	48	40µM*	1%
